Assay outcomes (PubChem)
hIAP activ = increases human intestinal alkaline phosphatase activity. P09923. purified human IAP, CDP-Star luminescence, 30 min; hits give high values; 1 = vehicle-only enzyme, 0 = enzyme-free background. activation factor at 10 µM. 330,000 compounds, 0.16% hits. AID 2524;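 active = activation factor of the enzyme at least 2-fold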; also: the source names both 10 and 20 µM as test concentration; values of inactives mirror those of a sister screen read the other way
APOBEC3G inh = blocks human APOBEC3G single-stranded DNA deamination. Q9HC16. recombinant A3G, ssDNA deamination FAM/TAMRA fluorescence. inhibition, % at 20 µM. 330,000 compounds, 0.28% hits. AID 493012;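 active = inhibition of at least 40% at 20 µM, with no more than 30% in the related APOBEC3A deaminase screen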;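 also: plate controls were DMSO wells with A3G for no effect and wells lacking A3G enzyme for full effect; some compounds called inactive have numbers as strong as hits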
Target sequence (Q9HC16 whole entry, looked up): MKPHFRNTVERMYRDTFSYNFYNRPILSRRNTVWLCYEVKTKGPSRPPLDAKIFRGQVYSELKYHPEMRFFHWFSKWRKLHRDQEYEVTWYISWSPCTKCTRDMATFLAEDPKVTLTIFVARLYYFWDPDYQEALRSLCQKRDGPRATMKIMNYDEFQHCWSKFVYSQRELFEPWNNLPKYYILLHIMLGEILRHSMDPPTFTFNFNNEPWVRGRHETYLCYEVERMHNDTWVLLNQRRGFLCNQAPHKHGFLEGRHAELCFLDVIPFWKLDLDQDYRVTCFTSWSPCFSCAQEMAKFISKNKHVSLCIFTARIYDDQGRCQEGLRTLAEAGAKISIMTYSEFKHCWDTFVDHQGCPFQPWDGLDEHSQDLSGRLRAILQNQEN
hIAP inh = human IAP inhibition; P09923; purified IAP, CDP-Star luminescence, 30 min; inhibition, % at 10 µM; 330,000 compounds, 0.12% hits;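 active = inhibition reaching a set limit with compound at 10 µM in the primary screen, cut at about 35% in these data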;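 also: plate controls were DMSO wells with enzyme for no effect and no-enzyme buffer wells for full effect; values of inactives mirror those of a sister screen read the other way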
NLRP3 yeast inh = NALP3 inhibition in yeast | inhibition, % at 10 µM | 330,000 compounds, 0.39% hits | Yeast reconstituted NLRP3/ASC/caspase-1, beta-gal luminescence, 24 h;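 active = inhibition of 50% or more; inactive = inhibition below 50%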;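 also: plate controls were induced DMSO wells for no effect and uninduced yeast grown without galactose for full effect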
mIAP block = mouse IAP inhibition. 330,000 compounds, 0.2% hits. AID 2806. inhibition, % at 10 µM. purified mouse IAP, CDP-Star luminescence, 30 min;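 active = inhibition of at least 40% at 10 µM in the primary screen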;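 also: plate controls were DMSO with enzyme for no effect and no enzyme wells for full effect; values of inactives mirror those of a sister screen read the other way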
mIAP act = increases mouse intestinal alkaline phosphatase activity; activation factor at 10 µM; 330,000 compounds, 0.24% hits; muIAP, CDP-Star luminescence, 30 min; hits give high values; 1 = vehicle-only enzyme signal, 0 = enzyme-free wells;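 active = activation factor of at least 2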; also: the source names both 10 and 20 µM as test concentration; values of inactives mirror those of a sister screen read the other way
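also added = chemiluminescent substrate CDP-Star | test system = mouse IAP enzyme | signal = chemiluminescence readout | compound = DMSO-dissolved test compounds | incubation = 30 min at room temperature | benchmarks = DMSO wells, no-enzyme wells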
SENP1 inh = SENP1 (human) catalytic domain inhibition; inhibition, % at 10 µM; recombinant SENP1 catalytic domain, CyPet-SUMO1-YPet FRET cleavage; 360,000 compounds, 0.21% hits; AID 624204;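 active = inhibition at least 30% at 10 µM, raw YFP signal under a set limit, fluorescence ratio 0.5 to 1.5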;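 also: 0% = enzyme with DMSO and 100% = no enzyme wells; some results filed as inactive read as strong as hits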
Target sequence (Q9P0U3 419-644 limits assumed): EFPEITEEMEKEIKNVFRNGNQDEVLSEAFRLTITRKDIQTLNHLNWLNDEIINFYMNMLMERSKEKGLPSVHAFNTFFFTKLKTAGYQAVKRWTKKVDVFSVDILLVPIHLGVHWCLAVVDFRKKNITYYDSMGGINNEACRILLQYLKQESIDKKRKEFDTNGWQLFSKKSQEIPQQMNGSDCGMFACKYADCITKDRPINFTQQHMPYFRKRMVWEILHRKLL
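Material – human SENP1 catalytic domain · Input – SENP1 enzyme, 20 pM final · Compound dosing – single concentration of 10 µM compound, 0.5% DMSO final · Timing – enzyme reaction for 50 min at room temperature, dark · Measured by – FRET fluorescence in CFP and YFP emission channels · Control set – no-enzyme wells low, DMSO-plus-enzyme wells high control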
MIN6 prolif = MIN6 beta-cell proliferation induction. MIN6 cells proliferation, ATPlite luminescence, 48 h; cells starved in 0.2% serum; 100% = growth in 10% serum. proliferation, % at 10 µM. 330,000 compounds, 0.29% hits. AID 2380;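 active = compounds whose signal lies at least 3.5 SD above the mean of all wells on their plate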;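 also: 0% = DMSO-treated cells in low-serum medium and 100% = 10% serum control; some compounds called inactive have numbers as strong as hits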
A3A deaminase = inhibitors of human APOBEC3A DNA deaminase; recombinant A3A, FAM/TAMRA ssDNA deamination fluorescence; inhibition, % at 20 µM; 330,000 compounds, 0.41% hits; AID 493011;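 active = at least 40% inhibition at 20 µM here, with at most 30% in a related deaminase screen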;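 also: plate controls were A3A with DMSO for no effect and wells lacking A3A enzyme for full effect; some results filed as inactive read as strong as hits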
Target sequence (P31941 whole entry, looked up): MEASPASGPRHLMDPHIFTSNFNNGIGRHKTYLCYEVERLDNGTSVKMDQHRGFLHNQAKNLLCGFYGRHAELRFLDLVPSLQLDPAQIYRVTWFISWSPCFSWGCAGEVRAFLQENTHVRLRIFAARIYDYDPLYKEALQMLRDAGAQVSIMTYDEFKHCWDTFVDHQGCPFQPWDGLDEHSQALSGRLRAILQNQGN
* marks the source's active call; other numbers are inactive results; . = no result given. Only part of the results is shown, so the mix of outcomes need not match the whole.

mol,hIAP activ,NLRP3 yeast inh,APOBEC3G inh,A3A deaminase,hIAP inh,mIAP block,SENP1 inh,MIN6 prolif,mIAP act
COC(=O)C1=C(N)Oc2cc(C)n(C)c(=O)c2C1c1ccc(Cl)cc1 (stereo not given),1.1,6,-4,-2,-10,-8,3,-5,1.1
CC(=O)NC(=S)NNC(=O)CCc1ccccc1,1.7,10,7,-6,-67,4,1,-3,0.96
Cn1c(=O)c(C(=O)CN2CCCc3ccccc32)c(N)n(Cc2ccccc2)c1=O,0.94,3,-3,-4,6,-10,-54,-3,1.1
Cc1ccc(OCC(=O)Nc2ccccc2Sc2ccccc2)c([N+](=O)[O-])n1,0.98,11,-5,0,2,-1,1,-1,1
Cc1ccc(CSCc2ccc(C(=O)O)o2)cc1,1,5,-7,-4,-2,7,1,-4,0.93
COc1ccc(C(=O)Nc2cccc(OC(=O)c3ccco3)c2)cc1,1.1,10,0,2,-6,-4,-1,-3,1
O=[N+]([O-])c1cccc(C=Nc2cccc3ccccc23)c1O,0.85,32,13,-6,14,14,-21,-5,0.86
Cc1noc(C)c1S(=O)(=O)Nc1ccc(C(=O)NCCc2ccccc2)cc1,0.97,-14,-6,-4,3,-2,2,2,1
CCC(c1nnnn1Cc1ccco1)N(Cc1cc2cc(OC)ccc2[nH]c1=O)C1CCCCC1 (stereo not given),0.84,-3,1,13,16,13,-14,-7,0.87
CCOC(=O)COc1ccc(S(=O)(=O)N2CCc3ccccc3C2)cc1,0.97,12,-4,-2,3,10,0,-2,0.9
CCC1CCCCN1CCCNS(=O)(=O)c1ccc2c(c1)oc(=O)n2C (stereo not given),1.2,13,-9,-5,-17,-4,31*,-3,1
Cc1c2c([n+]3n1CCC3)CC(C)(C)CC2=O,0.87,11,-2,0,13,-2,1,-1,1
CCCCn1c(=O)c2ccccc2c2ccccc2c1=O,1.1,-18,-1,4,-10,22,2,-2,0.78
CC/C(=N\O)c1ccc(OC)c(OC)c1,0.9,7,-8,-3,10,13,0,3,0.87
COc1ccc(C2OC(=O)CC2C(=O)NCc2ccccc2Cl)cc1OC (stereo not given),1.1,11,-7,-3,-10,-8,0,-2,1.1
O=C(CN1C(=O)NC2(CCCCCC2)C1=O)c1ccccc1,0.95,24,-8,-5,5,6,1,-2,0.94
COc1ccc(NC(=O)CN2C(=O)NC(C)(c3ccc(C)cc3)C2=O)cn1 (stereo not given),0.97,2,-4,3,3,-2,3,2,1
Clc1ccc(-c2ccnc(Oc3cc(Cl)ccc3Cl)n2)cc1,1.1,5,0,0,-6,6,-1,-5,0.94
CCCCOC(=O)CSc1nc(N)c(C#N)c(-c2ccc(OC)cc2)c1C#N,0.9,19,-1,3,10,8,-5,0,0.92
CC(=O)c1cc(CN2CCN(C(C)C)C(CCO)C2)cs1 (stereo not given),1.1,-5,-11,0,-9,12,5,-1,0.88
CC1CCC(N2CCNCC2)CC1 (stereo not given),0.98,4,-5,-4,2,-18,1,1,1.2
CSc1ccc2nnc(-c3cccc(F)c3)n2n1,0.91,9,-10,6,9,8,0,7,0.92
C=CCn1c(CNC(=O)c2ccccc2F)nnc1SCC(=O)N1CCOCC1,1.2,10,-4,1,-17,-1,-1,-3,1
CCCCn1c(=O)c(CCC(=O)OCC(=O)Nc2cccc3ccccc23)nc2ccccc21,0.96,11,-2,3,4,2,-1,0,0.98
Cc1cc(F)ccc1NC(=O)C(C)n1c2ccccc2c2nc(=O)cc(C)n21 (stereo not given),1.1,14,1,-4,-12,17,0,-2,0.83
Cc1ccccc1Cn1nc(C)c(NC(=O)c2noc3c2CCc2ccccc2-3)c1C,0.84,18,-8,-3,16,14,-1,-5,0.86
CCN(Cc1ccccc1)S(=O)(=O)c1c(C)[nH]c(C)c1C(=O)N1CCCCC1,1.4,5,-5,-6,-36,3,0,3,0.97
CC(C)(C)OC(=O)N1CCC(c2c(C(=O)NCC3CCN(C4CCCC4)C3)cnn2-c2cccc(Cl)c2)CC1 (stereo not given),1.2,8,2,-3,-20,2,-13,-7,0.97
Nc1cc(Cl)nc(N/N=C/c2c(O)ccc3ccccc23)n1,1.1,46,6,2,-9,7,48*,0,0.93
Cc1ccc(/C=C2\SC(=S)N(NS(=O)(=O)c3ccc(C)cc3)C2=O)cc1,1,13,-3,-2,-4,15,2,-2,0.85

3 entries out of the list, arranged by count of non-hydrogen atoms, smallest number first:
mol,hIAP activ,NLRP3 yeast inh,APOBEC3G inh,A3A deaminase,hIAP inh,mIAP block,SENP1 inh,MIN6 prolif,mIAP act
CCCCn1c(=O)c2ccccc2c2ccccc2c1=O,1.1,-18,-1,4,-10,22,2,-2,0.78
Cc1ccc(/C=C2\SC(=S)N(NS(=O)(=O)c3ccc(C)cc3)C2=O)cc1,1,13,-3,-2,-4,15,2,-2,0.85
CCCCOC(=O)CSc1nc(N)c(C#N)c(-c2ccc(OC)cc2)c1C#N,0.9,19,-1,3,10,8,-5,0,0.92

Going on with the list.
mol,hIAP activ,NLRP3 yeast inh,APOBEC3G inh,A3A deaminase,hIAP inh,mIAP block,SENP1 inh,MIN6 prolif,mIAP act
CCc1ccc(-c2cc(C(=O)NCc3ccccn3)c3ccccc3n2)cc1,0.97,18,-4,0,3,11,3,-4,0.89
COC(=O)C(N)CCCCN (stereo not given),0.83,-2,-7,0,17,10,2,-4,0.9
CC(=O)c1cc2c(cc1NC(=O)Cn1nc(C)c(C)c(C#N)c1=O)OCO2,1.1,2,-5,-2,-8,0,-2,-2,0.99
CC1CCN(c2nc3ccc(C(=O)N4CCN(Cc5ccc6c(c5)OCO6)CC4)cc3s2)CC1,0.92,11,2,-1,8,1,-1,-6,0.99
COc1ccc(NC(=O)Nc2ccc3c(c2)C(=O)N([C@H](C)CO)C[C@H](C)[C@@H](CN(C)S(=O)(=O)c2ccccc2)O3)cc1,0.92,6,13,-1,8,-231,2,-2,3.3*
Cc1ccccc1Cn1cc(NC(=O)c2noc3c2CC(C(C)(C)C)CC3)cn1 (stereo not given),1,15,0,2,-4,-4,1,2,1
CCOc1ccc(NC(=O)NC(=O)N(C(C)C)S(C)(=O)=O)cc1,0.94,-7,-2,-3,6,-3,1,2,1
O=C(NCc1ccc(Cl)cc1)c1ccncc1,0.93,-6,-3,1,7,-3,3,-1,1
CCOC(=O)C1CCN(S(=O)(=O)c2ccc(C)c(C)c2)CC1,1.1,26,-5,-4,-7,-3,1,-1,1
CCn1c(SCC(=O)NC2CC2)nnc1C(C)Oc1ccccc1 (stereo not given),0.91,-7,-7,-1,9,-4,2,3,1
Cc1ccc2oc(C(=O)N(Cc3ccccc3)C3CCS(=O)(=O)C3)c(C)c2c1 (stereo not given),1,15,4,7,0,-4,0,2,1
COc1cc(OC)cc(C(=O)Nc2cccc(NC(=O)c3ccccc3)c2)c1,1.1,15,-4,-3,-9,-1,3,4,1
CC(=O)NCc1ccc(C(=O)CCl)cc1,1.1,-4,-14,-3,-7,0,3,-6,1
CCOc1ccc(NC(=O)CN(C)C(=O)C2=COCCO2)cc1OCC,1.3,-1,-15,-1,-30,2,3,-2,0.98
Cc1[nH]c(=O)[nH]c(=O)c1S(=O)(=O)N1CCN(c2ccccc2F)CC1,1.1,-2,-8,-2,-6,3,1,-2,0.97
CCNS(=O)(=O)c1ccc(NC(=O)c2ccc(Cn3cc(Br)cn3)o2)cc1,0.93,-1,-9,-7,7,-9,-2,0,1.1
c1cc(OCCCN2CCCCC2)ccc1CN1CCCCC1,1.1,7,-10,1,-8,-3,1,-3,1
COC(=O)c1ccccc1NC(=O)c1ccc2c(c1)C(=O)N(Cc1ccco1)C2=O,0.97,11,-5,-3,3,10,2,1,0.91
CCSC1=C(C#N)C2(CCCC2)C(C#N)=C(N)N1,0.97,14,-5,-3,3,7,-11,2,0.93
O=S(=O)(c1ccccc1)N1CCN(c2cc(-c3ccccc3)nc3ncnn23)CC1,0.98,4,-6,-1,2,10,2,-6,0.9
CCc1noc(C)c1C(=O)OCC(=O)c1ccc(NC(C)=O)cc1F,1.1,-1,-1,3,-10,8,-1,-1,0.92
Nc1ccc(N)c(C(=O)O)c1,1.2,15,89,98,-17,36,38*,-2,0.64
CC1CCN(C(=O)CSc2nnc(CN3CCOCC3)n2-c2ccccc2)CC1,0.95,-6,-5,2,5,8,0,0,0.92
CCN(C[C@H]1N[C@@](CC)(C(=O)OC)[C@H]2C(=O)N(Cc3ccccc3)C(=O)[C@@H]12)S(=O)(=O)c1ccccc1,0.98,2,-6,-2,2,-6,1,0,1.1
O=C(NC1CCCCC1)N1CCC(c2nc(-c3ccc(S(=O)(=O)N4CCCC4)cc3)no2)CC1,0.84,18,-7,-2,16,5,1,-3,0.95
Cc1ccc2cc(CCNC(=O)C(C)(C)C)c(=O)[nH]c2c1,0.9,2,-8,-2,10,-9,5,-3,1.1
O=C(CCCC(=O)N(CC(=O)NC1CCCC1)c1cccc(F)c1)Nc1ccccn1,1.1,3,-7,1,-9,-6,1,-1,1.1
CCO[C@@H]1OC(C(=O)N2CCN(C)CC2)=C[C@H](c2ccc(C(F)(F)F)cc2)[C@H]1CCCO,1,10,1,0,0,-3,0,-6,1
Cc1cc(NC(=O)Cn2c(=O)n(CCCCC(=O)NC3CCN(Cc4ccccc4)CC3)c(=O)c3ccccc32)n[nH]1,1.2,10,-7,-2,-22,8,.,0,0.92
COc1ccc(NC(=S)Nc2cccc(Cl)c2Cl)cc1OC,1.1,9,-8,-3,-5,9,-1,1,0.91
O=[N+]([O-])c1ccc(Cl)cc1N/N=C/c1ccncc1,0.88,13,-9,-6,12,6,5,2,0.94
Cc1ccc2c(c1)N(CCCC(=O)NCc1cccnc1)C(=O)CO2,1.1,8,-10,-2,-8,-9,2,2,1.1
COC(=O)N1CCc2c(sc(NC(=O)C3=COCCO3)c2C#N)C1,0.97,16,-6,-4,3,11,-1,-2,0.89
Cc1cccc(C)c1NC(=O)CNC(=O)c1ccc2c(c1)NC(=O)CS2,0.99,15,2,0,1,4,0,-3,0.96
O=C(CCCNC(=O)c1ccc(Cl)cc1)Nc1cccc(S(=O)(=O)N2CCCCC2)c1,1,15,0,0,-4,-3,2,-2,1
NS(=O)(=O)c1ccc(CCNCC#Cc2ccccc2)cc1,1.1,13,5,-4,-9,1,1,-3,0.99
COc1ccc(N2CCN(Cc3nc4ccccc4n3C)CC2)cc1,1.1,18,-2,-2,-6,6,0,-2,0.94
CC(C)Cn1c(=O)c(C(=O)N/N=C/c2cccc(F)c2)c(O)c2ccccc21,0.83,4,-7,-3,17,6,1,-3,0.94
COc1cc(OC)c(N(C)S(=O)(=O)c2cccc(C(=O)Nc3nc(C)cs3)c2)cc1Cl,0.95,-4,-6,-5,5,8,-1,-5,0.92
CCOc1ccc(NC(=O)c2cnsn2)cc1,1.1,19,2,4,-12,-8,0,-3,1.1
Cn1cccc1C(=O)Nc1nccs1,0.92,12,-1,0,8,-7,-2,-2,1.1
O=C(NCCOc1ccc(Cl)cc1)C1CC(=O)N(c2ccc(F)cc2)C1 (stereo not given),0.95,8,-2,7,5,-11,1,4,1.1
